High-throughput results: PubChem BioAssay, Broad Institute
GSIS activator: GLuc luminescence reporter in INS-1E cells, primary screen for activators of glucose-dependent secretion of insulin; AID 743287, 2014; INS-1E GLuc reporter insulin secretion, 2-3 h; activation, % at 16.6 µM; 370,000 tested, 0.61% active;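 active means lowest replicate activation of at least 40%, so every replicate reaches that level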;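 further: 0% = median of neutral control wells and 100% = median of IBMX positive control wells; some compounds called inactive have numbers as strong as hits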
DENV2 CPE rescue: inhibitors of DENV2 cytopathic effect, primary screen, cell-based, plate reader, single concentration | DENV2-infected cells, cytopathic effect rescue | CPE inhibition, % at 9.99 µM | 350,000 tested, 1.7% active | AID 651640, 2012; in the data active means CPE inhibition above about 20%, passing the limit was not always enough; tested in BHK-21 cells;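 further: 0% = median of neutral control wells and 100% = median of positive control wells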
miR122 inh: miR-122 Renilla sensor signal increase in Huh7, primary screen, miR-122 inhibitor project, cell-based, single point, plate reader | Huh7 miR-122 Renilla luciferase sensor, 48 h; neutral wells = 0, positive control = 100 | activation (reporter increase), % at 12.5 µM | 340,000 tested, 0.3% active | AID 602342, 2012;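 active means mean replicate activation score at least 90 and every replicate individually at or above 90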;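 further: higher luciferase means less miR-122 activity so hits act as miR-122 inhibitors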
EWS-Fli inh: EWS/Fli-driven NR0B1 reporter inhibitors, primary screen, A673 cells, NR0B1 luciferase, luminescence, MLPCN library; 350,000 tested, 0.67% active; viability-normalised; AID 651661, 2012; inhibition, % at 12.6 µM;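 active means mean inhibition of at least 50% after viability correction, with every replicate also passing that limit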;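 further: firefly luciferase signal divided by Alamar Blue viability fluorescence both relative to DMSO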
PAX8 inh HTS: inhibitors of PAX8-driven TPO luciferase reporter, primary screen, RMG-I cells, single concentration | SteadyGlo, 24 h | inhibition, % at 12.6 µM | 360,000 tested, 1.2% active | AID 652154, 2013;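 active means mean replicate inhibition at least 60% with every replicate also reaching 60%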;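 further: luciferase light reporting Pax8 driven TPO promoter activity; plate controls were median of neutral control wells for no effect and mitoxantrone controls for full effect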
FN deposition inh: inhibitors of fibronectin matrix deposition, primary screen, AH1F cells, Alexa488-fibronectin fluorescence, plate reader | AH1F fibroblasts, overnight | 350,000 tested, 0.086% active | inhibition, % at 12.6 µM;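 active means mean inhibition across replicates of 30% or more, regardless of how many single replicates reach that level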;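 further: positive control wells lacked labelled fibronectin entirely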
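Measured by – fluorescence 485/525 nm · System – AH1F fibroblast monolayer, labelled fibronectin deposition · Amount – 10000 cells per well · Buffer or medium – serum-reduced DMEM (2% serum) · Doses – single dose, pinned · Also added – fluorescent fibronectin at 24 nM final · Schedule – 1 h cell attachment, overnight exposure to compound and label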
CFTR F508del cor: F508del CFTR correction, initial screen, CFBE line, single point; AID 720511, 2013; activity (quench increase), % at 7.58 µM; 350,000 tested, 0.36% active; CFBE cells, YFP halide quenching; stimulated with forskolin plus potentiator P3; % fluorescence drop versus neutral controls;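 active means mean added fluorescence quench of at least 8% versus neutral control, with both replicates also reaching 8%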;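 further: cells transiently co-express mutant CFTR-F508del with the halide-sensitive YFP; corrector assay measuring rescue of mutant channel to the surface after 24 h compound exposure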
An asterisk follows results filed as active; · = no result given; [ ] = dose if it differs, or a comment. Compounds as they come; any-hit rate near 3.9%.

Every second line gives: GSIS activator	DENV2 CPE rescue	PAX8 inh HTS	EWS-Fli inh	FN deposition inh	miR122 inh	CFTR F508del cor
> CCOC(=O)c1c(NC(=O)c2c(Br)cnn2CC)sc(C)c1C
  ·	·	-9	·	-6	-2	·
> CC(C)c1ccc(OCC(=O)Nc2ccc(S(=O)(=O)Nc3ccccn3)cc2)cc1
  17	7	4	-5	2	·	-1.4
> CCOc1cccc(SCc2noc(C(=O)NCCOC)c2C(=O)O)c1
  7	6	2	-8	2	-1	2.7
> NNC(=O)c1csc(-c2ccccc2)n1
  5	2	-23	-7	3	6	-1.0
> O=C(CCl)Nc1ccc(N2CCCCCC2)cc1
  -17	3	-3	11	-9	-10	-0.1
> COC(=O)COc1ccc(Cl)cc1C1Nc2ccccc2C(=O)N1c1ccc(OC)cc1 (stereo not drawn)
  12	·	·	2	·	-5	1.5
> Cn1c(CC(=O)Nc2ccccc2)nnc1SCC(=O)NC1CCCC1
  -2	1	3	0	-2	2	-2.6
> CC1(C(=O)NS(=O)(=O)C2CC2)CCCN(C(=O)/C=C/c2ccccc2)C1 (stereo not drawn)
  -1	7	4	5	6	·	-5.1
> O=C(Cn1c(=O)oc2ccccc21)N1CCOCC1
  -17	-2	-17	15	6	·	·
> C[C@@H]1CN([C@@H](C)CO)C(=O)c2cc(C#CC3(O)CCCC3)cnc2O[C@H]1CN(C)C(=O)CN(C)C
  11	6	·	-4	-4	-8[16.7 µM]	0.0
> COc1ccc(NC(=O)N(C)C[C@H]2OCCCC[C@H](C)Oc3ccc(NS(=O)(=O)c4cccs4)cc3C(=O)N([C@H](C)CO)C[C@@H]2C)cc1
  -4	2	·	1	·	-2[16.7 µM]	-0.9
> CCN(c1ccccc1)S(=O)(=O)c1cccc(C(=O)Nc2cccc(C)n2)c1
  -50	-2	-4	-7	8	8	1.0
> O=C(/C=C/c1ccc(F)cc1)NC(=S)N1CCN(c2ccccn2)CC1
  -5	0	-66	-28	-16	2	-1.2
> CCCC#Cc1ccc([C@H]2[C@H](CO)N3CCCCN(C(=O)NC4CCCC4)C[C@@H]23)cc1
  -18	-33	-2	6	·	0[16.7 µM]	-0.3
> CCc1ccc(-c2nc(CSCC(=O)NCc3ccco3)c(C)o2)cc1
  -16	-6	64*	84*	-4	·	-0.1

Part of the list above, set out differently.
SMILES	GSIS activator	DENV2 CPE rescue	PAX8 inh HTS	EWS-Fli inh	FN deposition inh	miR122 inh	CFTR F508del cor
NNC(=O)c1csc(-c2ccccc2)n1	5	2	-23	-7	3	6	-1.0
CC(C)c1ccc(OCC(=O)Nc2ccc(S(=O)(=O)Nc3ccccn3)cc2)cc1	17	7	4	-5	2	·	-1.4
CCOC(=O)c1c(NC(=O)c2c(Br)cnn2CC)sc(C)c1C	·	·	-9	·	-6	-2	·
O=C(CCl)Nc1ccc(N2CCCCCC2)cc1	-17	3	-3	11	-9	-10	-0.1
O=C(Cn1c(=O)oc2ccccc21)N1CCOCC1	-17	-2	-17	15	6	·	·
COC(=O)COc1ccc(Cl)cc1C1Nc2ccccc2C(=O)N1c1ccc(OC)cc1 (stereo not drawn)	12	·	·	2	·	-5	1.5
O=C(/C=C/c1ccc(F)cc1)NC(=S)N1CCN(c2ccccn2)CC1	-5	0	-66	-28	-16	2	-1.2

Compound profiles (already shown). Screens in order: GSIS activator	DENV2 CPE rescue	PAX8 inh HTS	EWS-Fli inh	FN deposition inh	miR122 inh	CFTR F508del cor
CCOc1cccc(SCc2noc(C(=O)NCCOC)c2C(=O)O)c1 reads 7	6	2	-8	2	-1	2.7
C[C@@H]1CN([C@@H](C)CO)C(=O)c2cc(C#CC3(O)CCCC3)cnc2O[C@H]1CN(C)C(=O)CN(C)C reads 11	6	·	-4	-4	-8[16.7 µM]	0.0

The list continues:
Every second line gives: GSIS activator	DENV2 CPE rescue	PAX8 inh HTS	EWS-Fli inh	FN deposition inh	miR122 inh	CFTR F508del cor
> CSc1ccc(C(=O)C2CCCN(C(=O)c3cc4cc(F)ccc4[nH]3)C2)cc1 (stereo not drawn)
  -8	-9	22	-16	-4	·	0.5
> C[C@H](Cc1ccccc1)Nc1ncnc2c1ncn2[C@@H]1O[C@H](CO)[C@@H](O)[C@H]1O
  -7	-2	-15	-9	8	1	-0.1
> Cc1cccc(NC(=O)CSc2nnc(-c3cc(C)[nH]n3)n2N)c1
  6	-1	-7	-4	-9	-1	-3.9
> O=C(CSc1nc2ccccc2c(=O)n1CCCN1CCOCC1)Nc1ccc(Br)cc1
  -22	6	19	-4	-1	5	0.0
> O=C(O)c1cccc(NC(=S)NCc2ccccc2)c1
  2	4	10	-4	-1	-9	1.0
> COc1ccc(C(=O)C2CCCN(C(=O)c3ccc(CSC)o3)C2)cc1F (stereo not drawn)
  -10	6	-15	·	-1	0	0.2
> O=C(CN1CCN(C(=O)c2ccc(-c3nc4ccccc4s3)o2)CC1)Nc1ccc(F)cc1
  -26	-10	-47	-43	4	·	1.5
> Cc1ccnc(NCc2ccccc2O)c1
  1	6	21	-31	4	-2	-2.8
> COc1ccc(NS(=O)(=O)c2cccc(C(=O)NCCc3ccc(S(N)(=O)=O)cc3)c2)cc1
  11	-5	6	3	4	·	4.3
> Cc1cncc(NCc2ccc3c(c2)OCO3)n1
  ·	0	-9	-32	3	0	1.0
> Cc1ccc(NC(=O)CCC(=O)NNC(=O)/C=C/C(=O)O)c(C)c1
  13	·	-3	·	9	-4	·
> COC(=O)C1=C(C)N(CCCC(=O)O)C(=O)NC1c1ccc2c(c1)OCO2 (stereo not drawn)
  3	1	0	5	-7	-9	-2.0
> Cc1ccccc1-n1c(SCC(=O)N2CCN(c3ccccc3)CC2)nnc1-c1ccncc1
  ·	·	15	·	-9	-2	·
> Cc1ccc(NC(=O)CCNC(=O)c2ccc(Cl)cc2)nc1
  4	-6	-81	-31	·	-2	-5.2
> C/C=C/c1ccccc1[C@H]1[C@@H](CO)N(C(=O)NC2CCCC2)[C@H]1C#N
  -7	2	·	1	2	·	-0.3

Additional entries:
Every second line gives: GSIS activator	DENV2 CPE rescue	PAX8 inh HTS	EWS-Fli inh	FN deposition inh	miR122 inh	CFTR F508del cor
> Cn1ncc(Cl)c1C(=O)N1CCOCC1
  15	-2	-7	-10	-3	0	1.9
> O=C(NCc1ccncc1)C1CCN(S(=O)(=O)c2cccc(C(F)(F)F)c2)CC1
  4	6	12	0	7	-3	2.2
> O=Cc1cn(CCOc2ccc(F)cc2)c2ccccc12
  0	5	16	-8	8	2	-2.1
> Cn1cc([N+](=O)[O-])c(C(=O)Nc2ccc(-c3nc4ccccc4o3)cc2)n1
  -4	1	20	-64	3	·	-12
> Cc1ccc(-c2cnc3c(c2)C(=O)N([C@@H](C)CO)C[C@H](C)[C@H](CN(C)C(=O)c2cccc(F)c2)O3)cc1
  3	-7	-2	-2	-8	9[16.7 µM]	0.0
> Cc1ccnc(N2C(=O)c3ccccc3C2Nc2ccccc2Cl)c1 (stereo not drawn)
  -6	-6	-5	-17	·	-3	0.4
> C[C@@H](O)C#Cc1ccc2c(c1)O[C@@H](CN(C)Cc1ccncc1)[C@@H](C)CN([C@@H](C)CO)S2(=O)=O
  17	1	·	0	-9	18[16.7 µM]	1.9
> CC(C)[C@H]1CN(C)CCN1Cc1cn(C)nc1-c1cccc(Cl)c1
  -6	-5	5	5	-12	1	-0.9
> COCC#Cc1ccc2c(c1)O[C@H](CN(C)S(=O)(=O)c1ccc(F)cc1)[C@H](C)CN([C@@H](C)CO)S2(=O)=O
  -11	-3	·	1	·	-6[16.7 µM]	1.4
> COC(=O)NNC(=O)COc1cc(C)c(Br)cc1C(C)C
  -11	·	-5	·	5	0	·
> COc1ccc(S(=O)(=O)N(C)C[C@H]2Oc3ccc(NC(=O)Cc4cn(C)c5ccccc45)cc3C(=O)N([C@H](C)CO)C[C@H]2C)cc1
  -6	11	·	-2	-12	72[16.7 µM]	-0.7
> C[C@@H]1CN([C@H](C)CO)S(=O)(=O)c2ccc(/C=C/c3ccccc3)cc2O[C@H]1CN(C)Cc1ccccc1
  4	4	-3	12	·	26[16.7 µM]	4.3
> CCN(CC)Cc1c(O)ccc2c(=O)c(-c3ccccc3)coc12
  ·	1	-46	-7	12	1	-0.9
> CCNC(=O)[C@H]1[C@H](CO)[C@H]2Cn3c(ccc(-c4ccccc4F)c3=O)[C@@H]1N2CC1CC1
  7	0	·	1	·	1[16.7 µM]	-1.2
> COc1ccccc1NC(=S)NNC(=O)c1ccccc1Br
  3	-1	-1	-21	-1	·	·

Further compounds.
Every second line gives: GSIS activator	DENV2 CPE rescue	PAX8 inh HTS	EWS-Fli inh	FN deposition inh	miR122 inh	CFTR F508del cor
> O=C(CCc1c[nH]c2ccccc12)OCC(=O)c1ccccc1
  13	0	6	-6	-1	-3	2.1
> COc1cc(C(=O)N/N=C/c2cccc(Oc3ccccc3)c2)ccc1O
  -32	-6	13	4	10	-13	0.7
> COc1ccccc1-c1cc(C(=O)NC2CCN(C)CC2)c2ccc(Cl)c(C)c2n1
  -2	-5	12	·	-2	3	2.4
> N/C(Cn1cncn1)=N\OC(=O)c1ccc(Cl)cc1
  17	-5	-1	1	-11	·	·
> COc1ccc(OC)c(NC(=O)CSc2ccc(-c3ccco3)nn2)c1
  6	16	9	3	20	-7	-2.7
> O=C(c1ccncc1)N1C[C@@H]2[C@H](c3ccccc31)[C@H](CO)N2C(=O)Nc1cccc(F)c1
  -1	3	-8	15	·	-4[16.7 µM]	-0.4
> C[C@@H]1CN([C@H](C)CO)C(=O)c2cc(NC(=O)C3CCCCC3)ccc2O[C@H]1CN(C)C
  29	-4	0	-4	·	0[16.7 µM]	-1.4
> Cc1cc(C)c2cccc(N)c2n1
  2	·	46	20	-6	11	0.7
> CCOC(=O)N1CCc2c(sc3nc[nH]c(=O)c23)C1
  25	13	-25	11	3	·	1.3
> O=C(Nc1ccccc1)c1cccc(N2C(=O)C3C4CC(C(Br)C4Br)C3C2=O)c1 (stereo not drawn)
  -21	-9	-8	-1	6	-2	-0.4
> C[C@@H]1CN([C@@H](C)CO)C(=O)c2cccc(NC(=O)Nc3ccc4c(c3)OCO4)c2O[C@@H]1CN(C)C(=O)Nc1ccc2c(c1)OCO2
  -3	-6	7	-4	·	-4[16.7 µM]	1.9
> COc1ccc(-n2nc(C(=O)Nc3ccc(OC)c(OC)c3)c3c4ccccc4n(C)c3c2=O)cc1
  ·	·	6	·	3	-1	·
> O=C(c1cc2nc(-c3ccco3)cc(C(F)(F)F)n2n1)N1CCN(c2ccccc2)CC1
  -10	5	·	·	·	-3	·
> C[C@@H]1CCCCO[C@@H](CN(C)S(=O)(=O)c2cccs2)[C@H](C)CN([C@@H](C)CO)C(=O)c2cc(NC(=O)Nc3ccc(C(F)(F)F)cc3)ccc2O1
  7	2	65*	-6	·	-10[16.7 µM]	3.5
